# M1AAP inhibition – P. falciparum M1AAP inhibitors, biochemical, fluorogenic H-Leu-NHMec substrate, 1536-well (AID 1445); recombinant M1AAP, H-Leu-NHMec fluorogenic kinetic assay; higher % means a stronger effect; Aminopeptidase N (Plasmodium falciparum (isolate 3D7)); inhibition, % at 30 µM; hits with a dose series show IC50 in µM; 220,000 compounds, 0.42% hits;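 active = primary inhibition above the hit cutoff, then over 50% inhibition at one or more dose response concentrations, cut at about 23% in these data, passing the limit was not always enough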;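 also: plate controls were DMSO full reaction for no effect and no enzyme background for full effect; strong numbers were not always called active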
# AID2073 – inhibitors of Mint1-CaV2.2 protein interaction, biochemical, HTRF (AID 2073); 290,000 compounds, 0.19% hits; HTRF protein-protein interaction, Mint1-CaV2.2; higher % means a stronger effect; one-dose inhibition, % at 20 µM; IC50 in µM for titrated hits; in the data active = inhibition mostly above about 51%, no sharp cut-off; also: some results filed as inactive read as strong as hits
# NOD1 NF-kB reporter – NOD1 signaling inhibitors, primary screen, cell-based, luminescence, uHTS (AID 1578). NOD1-driven NF-kB luciferase reporter cells, luminescence; higher % means a stronger effect. one-dose inhibition, % at 4 µM; EC50 in µM for titrated hits. 290,000 compounds, 1% hits; in the data active = inhibition mostly above about 36%, no sharp cut-off; inactive = mostly below about 34%;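 also: HEK-293T reporter cells stimulated with the NOD1 agonist gamma-tri-DAP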
# KOR beta-arrestin-1 – KOR agonists, beta-arrestin recruitment, primary screen, cell-based, luminescence, uHTS (AID 1777). activation, % at 10 µM, or EC50 in µM where a hit was titrated. KOR beta-arrestin recruitment, luminescence; higher % means a stronger effect. 280,000 compounds, 0.02% hits; in the data active = activation above about 50%, passing the limit was not always enough; also: a part of the inactive calls stands beside numbers as strong as those of hits
# GPR55 beta-arrestin – GPR55 agonists via beta-arrestin recruitment, primary screen, imaging, U2OS cells, beta-arrestin-GFP redistribution (AID 1961); activation, % at 10 µM, or EC50 in µM where a hit was titrated; U2OS GPR55 beta-arrestin-GFP redistribution imaging; higher % means a stronger effect; 290,000 compounds, 0.048% hits; G-protein coupled receptor 55 (Homo sapiens);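 active = activation above 40% with more than 50 cells counted in the well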;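 also: U2OS osteosarcoma cells stably expressing GPR55 and beta-arrestin-GFP; plate controls were DMSO negative control for no effect and LPI positive control for full effect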
# KOR beta-arrestin-2 – KOR antagonists, beta-arrestin recruitment, cell-based, luminescence, uHTS (AID 1778); Kappa-type opioid receptor (Homo sapiens); KOR beta-arrestin recruitment, luminescence, antagonist mode; higher % means a stronger effect; inhibition, % at 10 µM, or IC50 in µM where a hit was titrated; 290,000 compounds, 0.091% hits; also: strong numbers were not always called active
# HEK293 NOD2/NF-kB – NOD2 signaling inhibitors, cell-based, luminescence, uHTS, HEK293 (AID 1566); inhibition, % at 4 µM, or EC50 in µM where a hit was titrated; 290,000 compounds, 0.63% hits; HEK293 NOD2/NF-kB luciferase reporter, luminescence; higher % means a stronger effect; also: many of its hits are not listed in these tables
# P. falciparum M17LAP – P. falciparum M17LAP inhibitors, primary screen, biochemical, fluorogenic H-Leu-NHMec substrate, 1536-well (AID 1619); inhibition, % at 30 µM; hits with a dose series show IC50 in µM; Leucine aminopeptidase (Plasmodium falciparum (isolate 3D7)); recombinant M17LAP, H-Leu-NHMec fluorogenic kinetic assay; higher % means a stronger effect; 220,000 compounds, 0.38% hits;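 active = compound inhibiting the enzyme by more than half at any dose during confirmatory dose-response retesting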;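 also: plate controls were full reaction with DMSO carrier for no effect and no enzyme background for full effect; strong numbers were not always called active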
# Dynein cargo inh – inhibitors of GR-EGFP nuclear translocation, primary screen, dynein cargo transport inhibitor project, imaging, high-content, 3617.4 mouse cells; test concentration mostly 20 µM; stimulated with dexamethasone, 1 µM; hits give low values; z-score, hits read low; 220,000 compounds, 0.47% hits;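 active = plate z-score of nuclear minus cytoplasmic receptor signal below a set negative limit, without overly bright fluorescence or cell loss, cut at about -3.5 in these data, passing the limit was not always enough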;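 also: z-score of nuclear minus cytoplasmic ring GR-EGFP intensity difference per well; some compounds called inactive have numbers as strong as hits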
#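 Also added: dexamethasone, 1.0 µM final. Medium: tet-free, stripped-serum medium. Detection: fixed, Hoechst-stained cells imaged at 10x for EGFP. Read-out: nuclear-to-cytoplasmic GR-EGFP distribution per well. Times: induction 48 h, compound 1 h, agonist 30 min.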
# Dynein cargo inh cytoplasmic EGFP – also measured in Dynein cargo inh; calls as there; z-score; measured here: cytoplasmic GR-EGFP intensity; hits give high values
# Dynein cargo inh nuclear GR-EGFP – also measured in Dynein cargo inh; calls as there; z-score; measured here: nuclear GR-EGFP intensity;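 lower value marks the stronger effect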
# Dynein cargo inh cell count – recorded beside Dynein cargo inh, whose call it bears; z-score; measured here: cell count per field
# Numbers without * were called inactive; nt = no result given; [ ] = another dose, or the depositor's remark. Rule as the data show it, unless noted: active = inhibition above about 50%; inactive = the rest. These rows are one share of the data; count on the stated rates, not on these rows.
SMILES,M1AAP inhibition,AID2073,NOD1 NF-kB reporter,KOR beta-arrestin-1,GPR55 beta-arrestin,KOR beta-arrestin-2,HEK293 NOD2/NF-kB,P. falciparum M17LAP,Dynein cargo inh,Dynein cargo inh cytoplasmic EGFP,Dynein cargo inh nuclear GR-EGFP,Dynein cargo inh cell count
CN1CCN(c2nc3c(c(=O)n(C)c(=O)n3C)n2CC(=O)C23CC4CC(CC(C4)C2)C3)CC1,1%,-2%,-10%,5.0%,-0.2%,-39%,-2%,11%,-0.63,-0.32,0.33,0.69
COc1ccccc1C(C)NC(=O)Cc1ccsc1 (stereo not drawn),nt,-5%,-10%,0.1%,-0.1%,-12%,4%,nt,nt,nt,nt,nt
c1ccc(C2COC(c3cccs3)=N2)cc1 (stereo not drawn),-5%,-5%,-10%,-1.5%,0.0%,-1%,11%,-4%,-0.58,-0.2,-0.05,0.31
COc1cc(C(=O)NCc2nnc(SCC(=O)c3ccccc3)o2)cc(OC)c1OC,nt,-2%,-20%,0.8%,0.3%,5%,7%,nt,nt,nt,nt,nt
COc1ccc(NS(=O)(=O)c2cc(NC(=O)c3ccccc3F)ccc2N2CCCC2)cc1,3%,22%,-4%,2.5%,1.0%,17%,3%,20%,0.54,-0.26,0.27,-0.21
Cc1ccc(N(C(=O)CCC(=O)Nc2cc(C)on2)C(C(=O)NC2CCCC2)c2ccccc2)cc1 (stereo not drawn),3%,-10%,28%,-5.3%,0.3%,6%[20 µM],4%,3%,-0.015,-0.067,0.064,0.78
CCOC(=O)c1cc2cc3ccccc3cc2oc1=O,nt,26%,18%,-2.9%,-0.1%,-22%[20 µM],14%,nt,nt,nt,nt,nt
COc1ccccc1-c1nnc(SC2CCc3ccccc3NC2=O)s1 (stereo not drawn),17%,36%,-2%,-3.2%,0.4%,0%,18%,25%,0.083,-0.2,0.39,-0.81
Cn1nnc2cc(C(=O)N3CCCCCC3)ccc21,3%,8%,-41%,-1.9%,-0.1%,12%,0%,4%,-0.061,-0.23,-0.22,0.46
O=C(Nc1ccccc1)Nc1nnc(-c2ccccc2)s1,0%,13%,-4%,-3.8%,0.2%,-14%,-47%,0%,-0.39,0.089,-0.53,0.85
COc1ccc(S(=O)(=O)N(c2onc(C)c2Cl)S(=O)(=O)c2ccc(OC)c(OC)c2)cc1OC,4%,-2%,-17%,-1.8%,0.7%,2%,3%,-7%,nt,nt,nt,nt
CN(C1CCCCC1)C(CNS(=O)(=O)c1ccc(Cl)cc1)c1ccccc1 (stereo not drawn),nt,12%,-16%,0.4%,-0.2%,-1%,2%,nt,nt,nt,nt,nt
Cc1ccc(S(=O)(=O)N2CC(=O)Nc3ccccc32)c(C)c1NS(C)(=O)=O,nt,3%,-2%,-1.3%,0.0%,-3%,2%,nt,nt,nt,nt,nt
CC(=O)c1ccc(NC(=O)Cc2cccs2)cc1,nt,21%,-37%,-0.5%,-0.1%,10%[20 µM],-23%,nt,nt,nt,nt,nt
Cc1ccc(N(CC(=O)NC2CC2)S(=O)(=O)c2ccccc2)c(C)c1,nt,6%,-26%,-0.6%,-0.1%,4%,1%,nt,nt,nt,nt,nt
CC1CN(C(=O)CCc2cc(C(C)(C)C)c(O)c(C(C)(C)C)c2)CC(C)O1 (stereo not drawn),nt,4%,-26%,1.7%,-0.1%,-18%,-16%,nt,nt,nt,nt,nt
Cc1onc(C(=O)N2C(C)CCCC2C)c1[N+](=O)[O-] (stereo not drawn),-1%,19%,-34%,-0.8%,0.2%,11%,4%,-5%,0.31,0.02,1,-0.52
COc1ccc(NC(=O)c2cc(C)on2)cc1OC,-1%,-8%,-16%,-1.1%,0.0%,31%,-2%,5%,-0.86,-0.24,-0.45,1.2
CC(C)N1CCC(N2CCN(C3CCCC3)CC2CCO)CC1 (stereo not drawn),-2%,2%,-30%,-5.9%,-0.1%,-37%[20 µM],4%,-5%,-0.0096,-0.39,-0.59,1.3
CN(C)N=C1c2cc(S(=O)(=O)N(C)C)ccc2-c2ccc(S(=O)(=O)N(C)C)cc21,nt,20%,-5%,-6.4%,-0.2%,19%,27%,nt,nt,nt,nt,nt
COc1nn(-c2ccccc2)c(=O)c(Cl)c1Cl,nt,2%,23%,-2.2%,0.6%,-23%[20 µM],14%,nt,nt,nt,nt,nt
CCCn1c(SCC(=O)c2ccc3c(c2)OCCO3)nc2c1c(=O)n(C)c(=O)n2C,5%,-3%,-20%,0.4%,0.0%,2%,2%,-2%,-0.69,-0.25,0.066,1.1
Cc1nn(-c2ccccc2)c2c1cc1c(=O)n(C)c(=O)nc-1n2-c1ccccc1F,12%,15%,-2%,1.1%,-0.1%,12%,-10%,-32%,-0.26,-0.21,0.46,0.093
Cn1c(=O)c2c(ncn2CCCC(=N)N2CCOCC2)n(C)c1=O,2%,6%,-4%,2.5%,-0.1%,-37%[20 µM],10%,-1%,0.42,-0.28,0.86,-0.87
Cc1ccc(C(=O)Nc2ccc(Br)c(C(F)(F)F)c2)cc1,5%,0%,-51%,-3.5%,0.3%,-5%,-31%,-5%,-0.37,-0.21,-0.39,1.2
Cc1ccc(NC(=O)Nc2cc(S(C)(=O)=O)ccc2Cl)cc1,2%,6%,-10%,1.3%,0.1%,31%,9%,-6%,-0.99,-0.26,-0.33,1.2
CCOC(=O)N1CCN(C(=O)CSc2nnc(CNC(=O)c3ccccc3F)o2)CC1,1%,-1%,-6%,-4.0%,-0.1%,8%,18%,11%,-0.43,-0.22,0.38,0.45
CCn1c(Cn2nnc(-c3ccccc3)n2)nnc1SCC(=O)Nc1ccc(C(C)=O)cc1,0%,-4%,13%,-0.2%,0.0%,-35%,-26%,-6%,-0.63,0.35,-0.11,0.52
Cc1ccc(NC(=O)Nc2ccc3c(c2)CCC3)cc1,nt,5%,-51%,-1.3%,-0.1%,-7%,-40%,nt,nt,nt,nt,nt
Nc1nc(Nc2cccc3ccccc23)nc(C2CCCC2=O)n1 (stereo not drawn),7%,-2%,-11%,-0.5%,-0.2%,11%,-20%,8%,0.054,0.19,0.29,-0.071
CCC(C)[C@H](NC(=O)NCc1ccc(S(N)(=O)=O)cc1)C(=O)O (stereo partly drawn),12%,10%,-5%,-0.7%,-0.2%,13%,-5%,-3%,-0.9,-0.24,-0.41,-0.13
N#C/C(=C\c1cccnc1)C(=O)Nc1cccc(Cl)c1,6%,6%,13%,1.8%,0.2%,-51%,-5%,1%,-0.11,1,0.55,0.23
O=C(NCc1cccnc1)Nc1ccccc1C(F)(F)F,nt,1%,-27%,-3.8%,0.2%,32%,-2%,nt,nt,nt,nt,nt
CN1C(C(=O)NCc2ccccc2)CC2Cn3c(nc4cc5ccccc5cc43)C21 (stereo not drawn),8%,15%,1%,-4.5%,-0.1%,25%,12%,11%,-0.76,-0.78,-0.2,0.075
S=C(Nc1ccc(Cl)cc1)Nc1ccc2c(c1)OCCO2,nt,-11%,-63%,-0.1%,-0.1%,-21%,-42%,nt,nt,nt,nt,nt
CN1CCN(C(=S)NC(=O)c2cccc(S(=O)(=O)N(C)C)c2)CC1,1%,-6%,-23%,0.5%,-0.2%,-10%,14%,-2%,0.69,-0.3,0.59,-0.65
Oc1ccc(-n2nnnc2SCc2ccccc2Br)cc1,nt,3%,2%,-3.7%,-0.1%,-1%[20 µM],-6%,nt,nt,nt,nt,nt
CC1CCc2c(sc(NC(=O)C(=O)NCc3ccco3)c2C#N)C1 (stereo not drawn),-1%,-3%,-8%,-4.3%,-0.2%,-24%,2%,3%,-1.5,-0.082,-0.52,1.6
CCOC(=O)C1(CC2CC2)CCN(Cc2ccc(C(=O)OC)cc2)CC1,8%,-7%,34%,nt,-0.2%,-56%[20 µM],-9%,-9%,1.5,0.037,1.2,-1.5
CC(C)OCCCNc1nc(-c2ccccc2)nc2ccccc12,nt,3%,-25%,-5.3%,-0.2%,7%,9%,nt,nt,nt,nt,nt
CC1(C)CC(=O)C(C(O)c2ccccc2)C(C)(C)N1 (stereo not drawn),nt,4%,-27%,-3.3%,-0.2%,10%,5%,nt,nt,nt,nt,nt
Nc1cnc(CNc2ccccc2Cl)cn1,-1%,-11%,-11%,4.3%,-0.1%,-19%,-16%,5%,-0.43,-0.66,-0.15,0.067
CC(=O)CSc1nc(N(C)C)nc(N(C)C)n1,5%,39%,-19%,-4.0%,-0.2%,-29%,12%,-1%,0.61,-0.21,0.52,-0.67
O=C(Nc1ccc(CN2CCS(=O)(=O)CC2)cc1)c1ccc(C(F)(F)F)cc1,-6%,4%,10%,-2.2%,-0.2%,-6%,11%,-15%,0.85,-0.27,0.25,0.44
CN(CC(=O)Nc1cccc(F)c1)C(=O)CCCc1cccs1,4%,4%,-15%,-4.2%,-0.3%,-9%,12%,-1%,-0.17,-0.28,-0.34,0.95

# The closing two compounds of the part above come first, to join the parts.
SMILES,M1AAP inhibition,AID2073,NOD1 NF-kB reporter,KOR beta-arrestin-1,GPR55 beta-arrestin,KOR beta-arrestin-2,HEK293 NOD2/NF-kB,P. falciparum M17LAP,Dynein cargo inh,Dynein cargo inh cytoplasmic EGFP,Dynein cargo inh nuclear GR-EGFP,Dynein cargo inh cell count
O=C(Nc1ccc(CN2CCS(=O)(=O)CC2)cc1)c1ccc(C(F)(F)F)cc1,-6%,4%,10%,-2.2%,-0.2%,-6%,11%,-15%,0.85,-0.27,0.25,0.44
CN(CC(=O)Nc1cccc(F)c1)C(=O)CCCc1cccs1,4%,4%,-15%,-4.2%,-0.3%,-9%,12%,-1%,-0.17,-0.28,-0.34,0.95
O=C(N/N=C/C(Br)=C/c1ccccc1)c1cccnc1,3%,-8%,10%,-0.1%,0.3%,-17%,-18%,-4%,-0.4,-0.16,0.45,-1
COc1ccc(N2CCC(CNC(=S)Nc3ccc(C)cc3C)C2)cc1 (stereo not drawn),-1%,-47%,-2%,1.8%,0.0%,-9%,-37%,-4%,2.1,0.18,2.5,-2.8
C=CCn1nc2n(c1=O)-c1ccccc1SC2,-1%,5%,-3%,9.1%,1.3%,-19%,2%,5%,-0.63,-0.26,-0.68,1.6
O=C(COc1ccccc1)NC(=S)Nc1cccc(NC(=O)c2ccccc2Cl)c1,13%,10%,-16%,-2.3%,1.2%,-30%,14%,1%,-0.86,-0.27,-0.54,0.38

# Assay outcomes (PubChem BioAssay)
